# Screening data: PubChem BioAssay, several laboratories
# SUMO HTRF inh: inhibitors of in vitro SUMOylation cascade, primary screen, biochemical, HTRF, uHTS. SUMO-conjugating enzyme UBC9 (Homo sapiens), P63279. HTRF SUMOylation assay, SAE1/SAE2 + UBC9. inhibition, % at 35 µM. 0.36% of 290,000 active. AID 2006, 2009; in the data active = inhibition above about 50%, passing the limit was not always enough; note: strong numbers were not always called active
# Target sequence (P63279 whole entry, looked up): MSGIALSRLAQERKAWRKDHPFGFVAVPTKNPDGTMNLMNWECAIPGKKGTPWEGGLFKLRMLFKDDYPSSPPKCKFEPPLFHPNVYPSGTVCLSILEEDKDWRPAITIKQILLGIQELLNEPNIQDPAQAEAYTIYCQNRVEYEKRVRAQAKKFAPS
# MEKK2wt PB1 HTS: modulators of MEK5 binding to wildtype MEKK2, primary screen, biochemical, multiplex bead flow cytometry, Alexa488-MEK5 | Alexa488-MEK5 binding to MEKK2 WT; actives lie on both sides | binding response (% of control), % at 10 µM | 1.1% of 290,000 active; in the data active = binding response below about 67% or above about 130%
# M18AAP inhibitor: PfM18AAP inhibitors, malaria aminopeptidase, primary screen, biochemical, QFRET, recombinant enzyme; H-Glu-NHMec fluorogenic cleavage; 1.2% of 290,000 active; inhibition, % at 7.35 µM;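 active = inhibition above the campaign mean inhibition over all tested compounds plus 3 SD, cut at about 28% in these data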;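 note: 0% = plate median of test compound wells and 100% = 2 mM ZnCl2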
# NS3 helicase inh: inhibitors of HCV NS3 helicase, primary screen, biochemical, Cy5 molecular beacon fluorescence | NS3 helicase DNA unwinding | inhibition, % at 10.9 µM | 0.56% of 290,000 active;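 active = inhibition above the mean of all tested compounds plus 3 SD, set per campaign, cut at about 35% in these data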;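 note: 0% = DMSO wells and 100% = thioflavine S control wells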
#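 test system = hepatitis C virus NS3 helicase domain fragment enzyme | reagent = annealed dual-labelled DNA beacon duplex, ATP-started | times = 1 h at 25 °C | detection = Cy5 fluorescence, 0 and 60 min reads | read-out basis = percent inhibition from t60/t0 fluorescence ratio | control set = DMSO and thioflavine S | replication = one well per compound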
# VIM-2 inhibitor: VIM-2 metallo-beta-lactamase inhibitors, primary screen, biochemical, epi-absorbance readout, Pseudomonas aeruginosa enzyme; purified VIM-2, nitrocefin hydrolysis, epi-absorbance fluorescence; AID 1527, 2009; 0.89% of 290,000 active; inhibition, % at 5.6 µM;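 active = inhibition above the mean of all tested compounds plus 3 SD, cutoff set per screening run, cut at about 7.5% in these data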;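 note: red hydrolysis product quenches plate fluorescence so inhibitors raise well fluorescence; 0% = enzyme with DMSO and 100% = DMSO without enzyme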
# DNA FID counter: compounds displacing fluorescent DNA intercalator, primary screen, artefact control for HCV NS3 helicase inhibitor project, biochemical, FID fluorescence | inhibition, % at 7.9 µM | DNA fluorescent intercalator displacement | 0.17% of 290,000 active; in the data active = inhibition above about 37%;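 note: 0% = vehicle and 100% = reference compound; higher means more ethidium bromide displaced from hairpin DNA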
# MEKK2 mut-MEK5: MEK5 binding signal on mutant MEKK2 PB1, primary screen, biochemical, multiplex bead flow cytometry, Alexa488-MEK5. Alexa488-MEK5 binding to MEKK2 mutant. percent response, % at 10 µM. 0.35% of 290,000 active; in the data active = percent response above about 24%, passing the limit was not always enough; note: inactives centre near 1; some results filed as inactive read as strong as hits
# IMP-1 inh: IMP-1 metallo-beta-lactamase inhibitors, primary screen, biochemical, epi-absorbance readout, Pseudomonas aeruginosa enzyme. inhibition, % at 5.6 µM. 0.45% of 290,000 active. metallo-beta-lactamase IMP-1 (Pseudomonas aeruginosa). AID 1556, 2009. purified IMP-1, nitrocefin hydrolysis, epi-absorbance fluorescence;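 active = inhibition above the mean plus 3 SD of all compounds in the same screening run, cut at about 4.5% in these data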;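 note: 0% = IMP-1 with DMSO and 100% = DMSO wells lacking enzyme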
#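 System – purified recombinant IMP-1 beta-lactamase · Input – IMP-1 dispensed at 0.2 nM · Timing – 15 min preincubation plus 25 min reaction at 25 °C · Signal – Epi-absorbance fluorescence, 480 nm excitation, 530 nm emission · Measure – percent IMP-1 inhibition derived from blank-referenced optical density · Controls – Enzyme-plus-DMSO low control, enzyme-free DMSO high control · Replication – singlicate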
# NALP1 inh: NALP1 inflammasome inhibitors in reconstituted yeast, colorimetric, S. cerevisiae, triplicate retest; S. cerevisiae NALP1/ASC/caspase-1 growth, X-gal OD620, 72 h; inhibition, % at 10 µM; 0.61% of 280,000 active; in the data active = inhibition mostly above about 24%, no sharp cut-off; inactive = mostly below about 32%; note: some compounds called inactive have numbers as strong as hits
# Numbers without * were called inactive; x = not tested or not shown; & = joins results of further samples.
SMILES,SUMO HTRF inh,MEKK2wt PB1 HTS,M18AAP inhibitor,NS3 helicase inh,VIM-2 inhibitor,DNA FID counter,MEKK2 mut-MEK5,IMP-1 inh,NALP1 inh
Cc1ccc(NC(=O)CC2SC3=NCCCN3C2=O)c(C)c1 (stereo not drawn),21,108,-66,-1,-5.6,-18,6,-3.9,8
CC1(C)Cc2nc3sc(C(=O)NCCO)c(N)c3cc2CO1,-2,96,31*,-8,-6.3,-3,-4,-5.4,1
NS(=O)(=O)c1ccc(CCNC(=S)Nc2ccc(F)cc2)cc1,-15,100,2,4,-0.3,-2,1,-1.2,21
COC(=O)c1cc(C(=O)OC)cc(-n2c(C)cc(C=O)c2C)c1,7,96,-1,10,-0.8,-7,-5,-0.5,-17
CCCCCc1ccc(-c2ccc(OCC)cc2)nc1,-4,107,-1,1,-6.2,3,5,-3.1,-4
CCCCCCN(C(=O)CCCCCN1C(=O)NC(c2ccc(-c3ccccc3)cc2)C(C(=O)OCc2ccccc2)=C1C)C(C(=O)NCCCC)c1ccccc1 (stereo not drawn),13,97,x,x,x,x,3,x,4
Cc1c(C(=O)N2CCOCC2)sc2nc(-c3ccccc3)cn12,-3,x,-5,5,-0.3,-8,x,-0.7,-2
CCOC(=O)c1c(C)noc1CP(=O)(c1ccccc1)c1ccccc1,7,107,-1,-1,-2.5,-15,3,-4.4,8
COC(=O)c1cccc(CSc2nnc(C)s2)c1,22,92,0,5,1.8,-5,-3,-3.0,22
CN(CC(=O)N1CCCCCC1)S(=O)(=O)c1ccc(F)cc1,14,93,-3,5,-1.8,-13,-1,-1.2,6
COc1cc2cc(CN(Cc3ccc4c(c3)OCO4)C(=O)c3ccco3)c(=O)[nH]c2cc1OC,x,101,4,-2,-1.5,-26,-4,-5.8,x
C=CCn1c(C)cc(C(=O)CSc2nnc(NCc3ccccc3)s2)c1C,-20,94,12,-3,0.2,-25,-3,-0.2,1
COc1cccc(C(C)NC(=O)Nc2cccc(C(F)(F)F)c2)c1 (stereo not drawn),4,111,-1,-2,-4.2,-7,12,-1.6,1
CCOC(=O)C1CCN(C(=O)COC(=O)c2ccc(Br)o2)CC1,17,104,-3,3,-0.2,-5,6,-1.7,19
CC(C)NS(=O)(=O)c1ccc(CCC(=O)Nc2cc(Cl)ccc2Oc2ccccc2)cc1,-19,99,6,-7,2.3,-21,4,-2.0,-7
O=C(Nc1ccccc1)c1cccc(N2C(=O)C3C4C=CC(C4)C3C2=O)c1 (stereo not drawn),12,99,-3,-10,1.1,-16,-4,1.3,15
Cc1cccc(N=C2NC(=O)c3cc([N+](=O)[O-])ccc32)c1,7,91,-2,-3,-2.4,-4,-7,-1.4,35
CCN(CC)C(=O)N1c2ccccc2Sc2ccccc21,-2,104,5,-13,-2.5,-27,8,-1.6,1
CCN(CC)CCCN(Cc1cc2cc3c(cc2[nH]c1=O)OCO3)C(=S)NCCCOC,10,103,16,-9,-1.5,11,17,-4.7,4
Cc1cc(C(C#N)c2ccccc2F)n2ncnc2n1 (stereo not drawn),5,94,-2,-1,-1.6,11,-10,-1.5,9
O=C(NC(=S)N(CCO)Cc1ccccc1)c1cc(Br)ccc1Cl,10,95,7,4,-4.8,-16,0,-2.7,-3
O=C(Nc1cccc([N+](=O)[O-])c1)C1CC(=O)N(Cc2ccccc2)C1 (stereo not drawn),-3,94,5,15,1.3,4,-4,0.5,-12
CC(C)c1cc(CN2CCN(CCC#N)CC2)cc(C(C)C)c1O,-7,105,3,-3,-2.6,1,3,-0.3,7
CS(=O)(=O)Nc1ccc(C(=O)N2CCCC2)cc1,20,101,-1,1,-2.0,1,0,-1.4,14
Cc1ccnn1CCSCC(=O)O,17,95,1,-3,-2.6,2,2,-3.6,0
CN(CC1CCOCC1)C(=O)c1ccc2nc(Cc3cccc(Cl)c3)oc2c1,-8,110,-1,-3,-2.4,-47,6,-1.9,16
Cc1ccc(C2/C(=C(\O)c3cnn(-c4ccccc4)c3C)C(=O)C(=O)N2CCN(C)C)o1 (stereo not drawn),6,96&105,8,4,2.0,2,-3&12,0.3,3
COC(=O)c1ccc(C2/C(=C(\O)c3ccc4c(c3)OCCO4)C(=O)C(=O)N2CCCN2CCOCC2)cc1 (stereo not drawn),8,101,9,8,1.7,-36,2,-2.1,3
COc1cc(/C=C/C(=O)OCC(=O)Nc2ccc3c(c2)OCCO3)ccc1OCC#N,18,105,-4,-5,0.7,-9,1,-3.5,28
O=C(Nc1nc2c(F)cccc2s1)C1CC1,3,98,3,32,-0.2,-7,-4,0.0,23

# At a glance, part of the list above:
SMILES,SUMO HTRF inh,MEKK2wt PB1 HTS,M18AAP inhibitor,NS3 helicase inh,VIM-2 inhibitor,DNA FID counter,MEKK2 mut-MEK5,IMP-1 inh,NALP1 inh
CN(CC1CCOCC1)C(=O)c1ccc2nc(Cc3cccc(Cl)c3)oc2c1,-8,110,-1,-3,-2.4,-47,6,-1.9,16
Cc1ccc(C2/C(=C(\O)c3cnn(-c4ccccc4)c3C)C(=O)C(=O)N2CCN(C)C)o1 (stereo not drawn),6,96&105,8,4,2.0,2,-3&12,0.3,3
COC(=O)c1ccc(C2/C(=C(\O)c3ccc4c(c3)OCCO4)C(=O)C(=O)N2CCCN2CCOCC2)cc1 (stereo not drawn),8,101,9,8,1.7,-36,2,-2.1,3
COc1cc(/C=C/C(=O)OCC(=O)Nc2ccc3c(c2)OCCO3)ccc1OCC#N,18,105,-4,-5,0.7,-9,1,-3.5,28
O=C(Nc1nc2c(F)cccc2s1)C1CC1,3,98,3,32,-0.2,-7,-4,0.0,23

# Additional results
SMILES,SUMO HTRF inh,MEKK2wt PB1 HTS,M18AAP inhibitor,NS3 helicase inh,VIM-2 inhibitor,DNA FID counter,MEKK2 mut-MEK5,IMP-1 inh,NALP1 inh
COc1cc(C(=O)Nc2ccc3ccccc3c2)cc(OC)c1OC,-8,105,-5,-7,-0.3,-15,-3,2.0,22
COc1cc(-c2cc(-c3ccc(F)cc3)nc(N)c2C#N)ccc1O,2,96,-6,0,-1.0,-16,-2,-3.0,10
COc1ccc(CCN(C)CCC(=O)Nc2c(C)cc(C)cc2C)cc1OC,8,77,-7,-4,0.3,8,-5,-1.4,2
CCOC(=O)N1CCC(N2CCCC(CO)(Cc3cccc(OC)c3)C2)CC1 (stereo not drawn),-3,96,-5,-15,2.2,-1,-4,-1.8,-6
COc1ccc(CN(C2CCCCC2C)S(=O)(=O)c2ccc(S(=O)(=O)N(C)C)cc2)cc1OC (stereo not drawn),-5,98,5,-7,-3.0,-33,0,-3.1,29
CC1CCCN(C(=O)C2CC(=O)N(c3ccc(Cl)cc3)C2)C1 (stereo not drawn),18,95,-4,11,1.3,-14,-10,-0.6,12
Cc1ccc2[nH]c3c(=O)n(CCC4=CCCCC4)cnc3c2c1,-7,105,-9,8,-0.2,8,6,0.9,11
C=CCNC(=O)c1ccc(Cn2c(=S)[nH]c3cc4c(cc3c2=O)OCO4)cc1,-13,100,7,-6,-3.8,-1,2,-4.9,3
O=C(NCc1ccccc1)C(c1ccco1)N(C(=O)c1csnn1)C1CC1 (stereo not drawn),-4,102,7,2,-0.8,-8,0,-2.8,11
COc1ccc(C(=O)Nc2c3c(nn2-c2cccc(Cl)c2)CS(=O)C3)cc1 (stereo not drawn),3,104,-4,-1,-0.2,-14,4,-0.3,24
COc1ccc(CCNC(=O)c2cc(-c3ccco3)on2)cc1OC,-4,103,0,11,-1.5,-18,-1,-2.4,5
CCOC(=O)c1c(C)[nH]c(C(=O)COC(=O)CSC)c1C,-14,93,-1,-7,-3.7,-7,-1,-4.0,5
Cc1cccnc1NC(=O)CCNC(=O)c1ccccc1Cl,6,100,2,14,-3.4,-7,5,-6.2,2
CCOC(=O)N1CCN(C(=O)C(NC(=O)c2ccc(CC)cc2)C(C)C)CC1 (stereo not drawn),-15,104,3,5,-2.5,-32,3,-1.7,4
Cn1cc([N+](=O)[O-])c(C(=O)N(Cc2ccccc2)Cc2ccccc2)n1,-16,106,-8,-11,-0.4,-13,1,-1.3,28
Cc1ccc(SCC(=O)Nc2ccc(N3CCOCC3)cc2)c(C)c1,7,108,3,5,-3.1,-8,7,-1.7,-2
O=C(O)COc1ccc(/C=C/c2ccc3cccc([N+](=O)[O-])c3n2)cc1,10,100,7,14,-0.2,-27,-1,-3.2,11
CCn1cc(/C=C(\NC(=O)c2ccc(C)cc2)C(=O)NCCN2CCOCC2)c2ccccc21,7,106,4,-33,0.6,9,-2,-0.3,14
COc1ccc(/C(O)=C2\C(=O)C(=O)N(CCN(C)C)C2c2cccc(OC)c2OC)cc1 (stereo not drawn),-1,96,3,-1,-4.2,-3,0,-2.3,24
COc1ccc(OC)c(NC(=O)C23CCC(C)(C(=O)C2)C3(C)C)c1 (stereo not drawn),16,99,-3,-1,-0.2,-13,-4,-1.5,27
COc1cccc(C2N(Cc3ccccc3)C(=O)C2(F)F)c1OC (stereo not drawn),14,102,4,-7,-3.6,-24,2,-3.0,2
CCCn1nnnc1SCC(=O)NNC(=O)C1CCCCC1,18,x,2,-1,-8.2,-3,x,-2.2,-2
Cc1ccc(C(=O)NC(C(=O)Nc2ccccc2)c2ccccc2)cc1 (stereo not drawn),-22,103,-2,-15,-1.1,-24,4,-3.1,-12
CCn1c(SCC(=O)Nc2cccc(F)c2)nc2c(c1=O)SC(C)C2 (stereo not drawn),15,103,3,3,-3.7,-5,9,-3.9,19
O=C(CC(O)(c1ccccc1)C(F)(F)C(F)F)c1cccs1 (stereo not drawn),-2,98,-2,-7,-3.7,-3,2,-0.9,23
CCOc1ccc(S(=O)(=O)n2ccnc2C)cc1,3,107,2,-9,-2.6,-3,6,-2.6,9
CCS(=O)(=O)N1CCC(C(=O)NCc2cccc(OC)c2)CC1,6,x,3,-5,-0.5,6,x,-1.5,-14
Oc1ccc(NCc2cccc(OCc3ccc(F)cc3)c2)cc1,74*,98,24,8,-2.0,1,-4,-2.9,9
O=C(Nc1cccc(Cl)c1)c1cccc(N2C(=O)C3CC=CCC3C2=O)c1 (stereo not drawn),-7,103,7,-8,1.1,-11,1,18*,9
COc1ccc(Nc2nc(N)nc(CSc3nnc(N)s3)n2)cc1,-20,99,0,3,-3.9,-3,4,-4.6,10
Cn1nc(OC(=O)Nc2ccccc2)cc1C(F)(F)F,27,109,0,4,-0.7,-1,7,-1.6,8
CN(Cc1ccco1)C(=O)C1CCC(=O)N(CCc2cccc(F)c2)C1 (stereo not drawn),15,105,-2,-12,-1.2,-17,3,-1.5,3
Nc1ncc(Br)cc1S(=O)(=O)NCCC(=O)N1CCN(c2ccccn2)CC1,10,99,2,17,1.1,-24,-1,0.5,36
CN(C(=S)NC(=O)/C=C/c1ccc(F)cc1)C1CCCCC1,13,100,0,-6,-3.2,-4,-3,0.7,20
CCc1noc(C)c1C(=O)Nc1ccc(C(F)(F)F)cc1,-3,106,2,0,-2.6,-6,7,-3.0,15
